High-throughput results: PubChem BioAssay, Sanford-Burnham Center for Chemical Genomics
MKP-3 inhibition – MKP-3 phosphatase inhibitors, primary screen, biochemical, rat enzyme, in vitro (AID 425) | recombinant MKP-3 phosphatase activity, fluorescence; higher % means a stronger effect | Dual specificity protein phosphatase 6 (Rattus norvegicus) | 110,000 tested, 0.17% active | inhibition, % at 20 µM, or IC50 in µM where a hit was titrated; in the data active = inhibition above about 50%;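 note: plate controls were vehicle for no effect and reference inhibitor for full effect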
Hsp70 inhibitors – Hsp70 inhibitors, probe displacement, primary screen, biochemical, fluorescence polarization (AID 583); 140,000 tested, 0.06% active; Hsp70 fluorescence polarization probe displacement, mP; higher % means a stronger effect; displacement, % at 20 µM; hits with a dose series show IC50 in µM; Heat shock 70 kDa protein 1A (Homo sapiens); in the data active = displacement above about 50%;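 note: plate controls were vehicle for no effect and reference ligand for full effect; a part of the inactive calls stands beside numbers as strong as those of hits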
* hit, by the source's call; nt = not tested or not shown; & = joins results of further samples.

Preview, 6 compounds:
Fields: MKP-3 inhibition, Hsp70 inhibitors
CCOc1cc(C(=O)Nc2c(C)ccc3nsnc23)cc(OCC)c1OCC
→ -1%, -1.2%&4.7%
COc1ccc(CNc2ccc3c(c2)CCC3)cc1OC
→ nt, -4.1%
Cc1ccc(-c2nn(C)c(=O)c3ccccc23)cc1S(=O)(=O)NCCN1CCOCC1
→ -9%, 4.2%
CC(=O)N1C(c2cnc(-c3ccccc3)c(C)c2)CC=C(C)C1c1ccccc1 (stereo not drawn)
→ 3%, -3.3%
CCOc1cc(C(=S)N2CCCCC2)cc(I)c1O
→ 2%, 10%
O=C(C1CCCN(S(=O)(=O)c2cccs2)C1)N1CCc2ccccc2C1 (stereo not drawn)
→ -1%, -0.6%

Results, from the first entry:
Fields: MKP-3 inhibition, Hsp70 inhibitors
CCOc1cc(C(=O)Nc2c(C)ccc3nsnc23)cc(OCC)c1OCC
→ -1%, -1.2%&4.7%
COc1ccc(CNc2ccc3c(c2)CCC3)cc1OC
→ nt, -4.1%
Cc1ccc(-c2nn(C)c(=O)c3ccccc23)cc1S(=O)(=O)NCCN1CCOCC1
→ -9%, 4.2%
CC(=O)N1C(c2cnc(-c3ccccc3)c(C)c2)CC=C(C)C1c1ccccc1 (stereo not drawn)
→ 3%, -3.3%
CCOc1cc(C(=S)N2CCCCC2)cc(I)c1O
→ 2%, 10%
O=C(C1CCCN(S(=O)(=O)c2cccs2)C1)N1CCc2ccccc2C1 (stereo not drawn)
→ -1%, -0.6%
C=CCC1(N(C(C)=O)c2ccccc2)CCCCC1
→ -3%, 2.5%
CCOc1ccc(C(=O)Nc2ccc(NC(=O)c3ccccc3)c(C)c2)cc1
→ 2%, 4.4%
COc1ccc(CCNc2oc(COc3ccccc3F)nc2C#N)cc1
→ -1%, 14%
COc1cc2[nH]c(=S)n(Cc3ccco3)c(=O)c2cc1OC
→ nt, 1.9%
COc1ccc(Cl)cc1NC(=O)CSc1nnc(CN2CCOCC2)n1-c1ccc(Cl)cc1
→ nt, -3.3%
COC(=O)c1ccccc1NC(=O)c1cccc(NC(=O)c2ccc(Br)o2)c1C
→ -11%, 1.5%
COc1ccc(OCc2nc(N)nc(Nc3ccccc3)n2)cc1
→ nt, 1.4%
COc1ccccc1C(=O)C(O)c1ccccc1OC (stereo not drawn)
→ 2%, 3.3%
CCCCOc1ccccc1NC1=NS(=O)(=O)c2ccccc21
→ -5%, -0.1%
NC(=O)C(c1ccc(Cl)cc1)c1ccc(Sc2ccccc2)nn1 (stereo not drawn)
→ nt, -2.1%
COC(=O)c1c(C)oc2ccc(OCc3c(F)c(F)c(F)c(F)c3F)cc12
→ 3%, -3.2%
COc1ccc(C(=O)CC(=O)c2ccccc2O)cc1OC
→ 4%, -3.4%
O=C(c1ccco1)N(Cc1ccco1)c1ccc(O)cc1
→ -2%, 0.5%
Cc1cc(C)nc(/N=C(/N)Nc2cccc(C(F)(F)F)c2)n1
→ 4%, 1.4%
CCOc1nc(C)ccc1-c1noc(-c2ccccc2OC)n1
→ -2%, -1.4%
O=S(=O)(Nc1nc2ccccc2s1)c1cccs1
→ 3%, 0.4%
CCSc1nnc(-c2cccnc2)n1Cc1ccco1
→ nt, 0.2%
C=CCNC(=O)c1cnn(-c2ccccc2)c1NC(=O)c1ccccc1Cl
→ -1%, 3.3%
COc1ccc(NC(=O)CC(C)=O)cc1Cl
→ 4%, -0.4%
O=C(NCc1ccccc1)c1c(O)c2cccc3c2n(c1=O)CCC3
→ -2%, 3.2%
COc1ccccc1N1CCN(CC(=O)Nc2c(C)n[nH]c2C)CC1
→ -10%, -3.3%
N#CC12C(N)=NC3(OCCO3)C1(C#N)C1=C(CCC1)NC2c1ccccc1 (stereo not drawn)
→ -14%, -4.7%
O=C(Nc1ccc(-c2nc3ccccc3[nH]2)cc1)c1ccc(Br)o1
→ 8%, 1.0%
CCN1CCN(S(=O)(=O)c2cc(C)c(OC)cc2C)CC1
→ -4%, 8.5%
CCn1cc(C(=O)N2CCn3c(nc4ccccc43)C2)c(=O)c2ccc(C)nc21
→ -7%, 3.3%
Cc1[nH]n(-c2ccccc2)c(=O)c1C=Nc1cccc(Br)c1
→ 4%, 3.7%
NC1=NC(c2cn(-c3ccccc3)nc2-c2cccs2)n2c(nc3ccccc32)N1 (stereo not drawn)
→ 8%, -2.3%
O=C(Nc1cccc(Cl)c1)OCc1cncs1
→ nt, 2.3%
O=C1CC(N2CCN(c3ccccc3Cl)CC2)C(=O)N1c1cccc(Br)c1 (stereo not drawn)
→ 0%, 1.3%
CC1CCN(Cc2nc3c(c(=O)n(C)c(=O)n3C)n2Cc2c(F)cccc2Cl)CC1
→ nt, 2.9%
CC(C)OC(=O)c1c(NC(=O)c2ccccc2F)sc2c1CCCCC2
→ 1%, 3.8%
CCOC(=O)COc1ccc2cc(-c3nc4ccccc4[nH]3)c(=O)oc2c1
→ 2%, 0.7%
C/C(Nc1cccc(F)c1)=C(/C#N)C(N)=O
→ -8%, 6.2%
CCOC(=O)Nc1cc(OCC)c(NC(=O)C2CC2)cc1OCC
→ -12%, 0.4%
O=C(O)c1ccc(/C=N/N2CCN(c3ccccc3)CC2)cc1
→ 3%, -2.3%
CCCCCCCNC1CC(=O)N(c2ccc(F)cc2)C1=O (stereo not drawn)
→ 1%, 0.9%
COc1ccc(OC)c2c(N3CC(C)OC(C)C3)cc(C(F)(F)F)nc12 (stereo not drawn)
→ -3%, 1.7%
CCCOC(=O)/C(C(N)=NCCO)=C(/O)OCCC
→ -2%, -3.4%
CCCOc1ccccc1C(=O)NCCCC(=O)O
→ -1%, 1.8%
Cc1cc(/C=C2\C(=O)NC(=O)N(c3cccc(Br)c3)C2=O)c(C)n1-c1cccnc1
→ -1%, 9.3%
CC(=O)C1=C(O)CC(C)(C)CC1=NCc1ccccc1
→ 2%, 1.2%
CCOC(=O)c1nn(-c2ccccc2)cc1O
→ -1%, -0.5%
COCCNC(=O)C(C)OC(=O)c1cc2sccc2n1C (stereo not drawn)
→ nt, -0.2%
COc1ccc2oc(=O)c(C(=O)N3CCN(c4ccc(F)cc4)CC3)cc2c1
→ 1%, -4.0%
O=C(Nc1ccccc1)C1CCN(c2nccs2)CC1
→ -2%, -4.4%
Cc1cc(N2CCOCC2)c2c(N)c(Br)cc(C)c2n1
→ -4%&1%, -4.0%&-1.8%
CCc1ccc(S(=O)(=O)NCc2cn3cccc(C)c3n2)s1
→ -3%, -1.0%
CCOC(=O)CC1(C)NC(=O)c2c(C)sc(C(=O)OCC)c2N1 (stereo not drawn)
→ -5%, -1.9%
COc1cc(/C=C2\C(=O)NC(=O)N(c3ccc(Br)cc3)C2=O)cc([N+](=O)[O-])c1O
→ 4%, -0.4%
COc1c(Cl)cc(C(=O)N2CCN(c3ccc(-n4c(C)ccc4C)cc3[N+](=O)[O-])CC2)cc1Cl
→ 4%, 0.4%
N#Cc1nc(-c2ccc(OCc3ccc(Cl)cc3)cc2)oc1NCCCn1ccnc1
→ -1%, -7.8%
CCOC(=O)c1c(NC(=O)CSc2ncn[nH]2)sc(C)c1C
→ -1%, -2.0%
COc1cc(/C=C(\C#N)c2nc(-c3ccc(-c4ccccc4)cc3)cs2)ccc1O
→ 2%, -5.4%
COc1ccc(OC)c(C2C(C(C)=O)=C(O)C(=O)N2c2nc3ccccc3s2)c1 (stereo not drawn)
→ 2%, -2.1%

Next structures.
Fields: MKP-3 inhibition, Hsp70 inhibitors
Cc1cccc(-c2nc(CS(=O)CC(=O)N3CCCCC3)c(C)o2)c1 (stereo not drawn)
→ -8%, 5.8%
CCN(CC)c1cccc(OC2=NS(=O)(=O)c3ccccc32)c1
→ -5%, -7.8%
CC(=O)C1=C(Nc2ccccc2)CC(C)(O)C(C(C)=O)C1c1ccc(F)cc1 (stereo not drawn)
→ -2%, 1.6%
COc1ccc(NC(=O)CCCN2C(=O)CCC2=O)cc1Cl
→ 1%, 2.3%
COc1ccc(/C=C2\C(=O)NC(=O)N(c3cc(C)cc(C)c3)C2=O)cc1I
→ 3%, -6.9%
Cc1ccc(S(=O)(=O)N2CCN(S(=O)(=O)N3CCCCC3)CC2)c(C)c1
→ -4%, 5.8%
O=C(O)CN1C(=O)/C(=C/c2ccc(OC(=O)c3ccccc3I)cc2)SC1=S
→ 4%, -7.7%
O=C1OC(Nc2ccc3c(c2)OCO3)c2ccccc21 (stereo not drawn)
→ 5%, 12%
O=C(Nc1ccccc1C(=O)NC1CCCCC1)c1ccccc1
→ -4%, 6.0%
Cc1cccc(NC(=O)c2cnc3scc(C)n3c2=O)c1
→ -9%, 4.2%
NC(=O)c1cc(NC(=O)c2cccc(F)c2)c(Cl)cc1Cl
→ 3%, -2.9%
O=C(CNc1cccc2ccccc12)N/N=C/C(Br)=C/c1ccccc1
→ nt, 0.1%
COC(=O)c1ccccc1Sc1c(-c2ccccc2)nc2ccccn12
→ 0%, -0.2%
Cc1ccc2nc(-c3ccc(NC(=O)C4CCC(C)(C(=O)O)C4(C)C)cc3)sc2c1 (stereo not drawn)
→ 4%, -4.0%
COc1ccc(CCNC(=O)c2ccccc2NC(=O)c2ccco2)cc1OC
→ -14%, -0.8%
CCOC(=O)CSc1nc2c(c(=O)n1-c1ccc(OCC)cc1)SCC2
→ nt, -1.6%
O=C(COc1ccc2ccccc2c1Br)N1CCN(c2ccccn2)CC1
→ -9%, -0.7%
COc1ccc(CCNC(=O)CN(c2ccc(OC)c(OC)c2)S(C)(=O)=O)cc1
→ 0%, -4.8%
O=C(/C=C/c1cc(Br)cs1)Nc1cccc([N+](=O)[O-])c1
→ -3%, 2.2%
CCCC(=O)Nc1cccc(NC(=O)c2ccc(-c3cccc(Cl)c3C)o2)c1
→ 2%, 6.5%

Additional results
Compound | MKP-3 inhibition | Hsp70 inhibitors
c1ccc(CNc2ncnc3nc[nH]c23)nc1 | -1% | 1.0%
CC(=O)c1ccc(NC(=S)NC(=O)c2cccnc2)cc1 | 4% | -0.8%
O=C(CSCc1cccc(Cl)c1)NCc1ccc2c(c1)OCO2 | nt | 3.5%
Cc1cc(C(=O)NC2CCSC2=O)ccc1[N+](=O)[O-] (stereo not drawn) | 4% | -1.5%
c1ccc(CCNc2ncnc3scc(C4COc5ccccc5O4)c23)cc1 (stereo not drawn) | nt | 0.3%
CCOc1ccc(Cc2nc(C)c(CC(=O)N3CCCCC3)c(=O)[nH]2)cc1 | -8% | -1.3%
CC1=Nc2ccccc2/C1=C\c1sc(=S)n(-c2ccccc2)c1O | 0% | -0.6%
CCc1ccc(/C=C2\C(=O)NN(c3ccc(Cl)c(Cl)c3)C2=O)cc1 | 6% | 4.6%
COc1ccc(NC(=O)COc2cccc3ccccc23)c([N+](=O)[O-])c1 | 2% | -4.5%
Cc1cc(C)n(-c2nnc3n2N=C(c2c[nH]c4ccccc24)CS3)n1 | -8% | -4.3%
CCCCn1cc(SCC(=O)O)c2ccccc21 | -15% | 5.6%
Clc1cccc(N=Cc2ccncc2)c1 | 4% | -5.6%
CCOc1cccc(C(=O)Nc2cccc(OC)c2)c1 | 4% | 6.4%
Cc1ccc2nc(SCC(=O)c3cc(C)n(C)c3C)[nH]c2c1 | nt | -1.0%
CCOC(=O)C1=C(C)Nc2nc(=S)[nH]n2C1c1ccc(Cl)cc1 (stereo not drawn) | nt | 3.2%
O=C(Cn1cc2c(n1)CCCCC2)NCCCN1CCOCC1 | -1% | 7.1%
C=CCN1C(=O)/C(=C\c2ccc(OCc3ccc(F)cc3)c(OCC)c2)C(=O)NC1=S | 4% | 3.2%
CCCCOC(=O)CSC1=C(C#N)C(c2ccccc2OC)C(C#N)C(=O)N1 (stereo not drawn) | -3% | -3.2%
COc1ccc(N(CC(=O)N2CCCCCC2)S(=O)(=O)c2ccccc2[N+](=O)[O-])c(OC)c1 | 6% | -6.8%
O=C1S/C(=C/c2ccc(Cl)cc2Cl)C(=O)N1CN1CCCCC1 | 5% | 10%
CCCN(CCC)CCCNC(=O)C(=O)NCc1ccco1 | 4% | -6.6%
C=CCn1c(CSc2nc3sc4c(c3c(=O)[nH]2)CCCC4)n[nH]c1=S | 6% | -5.6%
CS(=O)(=O)N(CC(=O)N1CCN(c2ccc(F)cc2)CC1)c1ccc(F)c(Cl)c1 | nt | -0.9%
CCCS(=O)(=O)NCCc1cc2ccc(OC)cc2[nH]c1=O | 2% | 0.0%

Shown field by field: part of the list above
> CCOc1cccc(C(=O)Nc2cccc(OC)c2)c1
  MKP-3 inhibition: 4%; Hsp70 inhibitors: 6.4%
> Cc1ccc2nc(SCC(=O)c3cc(C)n(C)c3C)[nH]c2c1
  MKP-3 inhibition: nt; Hsp70 inhibitors: -1.0%
> CCOC(=O)C1=C(C)Nc2nc(=S)[nH]n2C1c1ccc(Cl)cc1 (stereo not drawn)
  MKP-3 inhibition: nt; Hsp70 inhibitors: 3.2%
> O=C(Cn1cc2c(n1)CCCCC2)NCCCN1CCOCC1
  MKP-3 inhibition: -1%; Hsp70 inhibitors: 7.1%

Further records follow.
Compound | MKP-3 inhibition | Hsp70 inhibitors
CCc1nnc(NS(=O)(=O)c2ccc(N/C=C\C(=O)c3ccc4ccccc4c3)cc2)s1 | -4% | 3.5%
C=CCn1c(C)cc(C(=O)COC(=O)COc2ccccc2C#N)c1C | -15% | 4.5%
N#Cc1nc(-c2ccc(OCc3ccccc3Cl)cc2)oc1NCCCn1ccnc1 | 3% | 4.6%
CC(=O)Cc1nsc(NC(=O)c2ccc(Br)o2)n1 | nt | 1.1%
CN(C(=O)COc1nnc(-c2cccs2)c(-c2cccs2)n1)c1ccccc1 | 4% | -5.3%
OCCNC(=S)NC1CCCCC1 | nt | -3.1%
CCOC(=O)c1ccc2[nH]c(C)cc(=O)c2c1 | -15%&2% | 0.6%&2.3%
COc1ccc(CCNC(=O)CSc2nnc(CNC(=O)c3cccs3)o2)cc1OC | 6% | nt

The list is partial (hit frequency here may not be typical).
